Bioassay records (PubChem)
TNAP inh Pi = human TNAP inhibition, phosphate detection. P05186. purified TNAP, pNPP, malachite green phosphate absorbance. inhibition, % at 20 µM. 21,000 tested, under 10 active
Target sequence (P05186 whole entry, looked up): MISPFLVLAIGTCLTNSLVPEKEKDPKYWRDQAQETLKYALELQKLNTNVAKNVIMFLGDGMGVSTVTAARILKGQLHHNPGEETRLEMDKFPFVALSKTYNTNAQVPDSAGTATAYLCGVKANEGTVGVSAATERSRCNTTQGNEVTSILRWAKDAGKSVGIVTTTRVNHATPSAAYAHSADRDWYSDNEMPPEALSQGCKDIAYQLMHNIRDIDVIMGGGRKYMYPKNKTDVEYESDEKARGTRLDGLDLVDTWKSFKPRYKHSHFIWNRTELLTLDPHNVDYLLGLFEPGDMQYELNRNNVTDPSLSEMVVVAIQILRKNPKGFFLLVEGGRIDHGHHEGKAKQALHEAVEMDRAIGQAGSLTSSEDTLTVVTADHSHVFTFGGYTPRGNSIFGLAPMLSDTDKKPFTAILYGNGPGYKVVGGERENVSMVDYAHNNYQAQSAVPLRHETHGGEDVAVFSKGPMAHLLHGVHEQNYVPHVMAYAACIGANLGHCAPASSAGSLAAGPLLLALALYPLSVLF
TNAP pNPP inh = blocks human TNAP p-nitrophenol release; purified TNAP, pNPP hydrolysis, absorbance 405 nm; AID 615; inhibition, % at 20 µM; P05186; 21,000 tested, under 10 active;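 also: 0% = DMSO only wells and 100% = 1 mM levamisole wells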
Starred values were filed as active, the others as inactive.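 The calls were made as follows: active = inhibition above 50% at the 20 µM single-dose screen; inactive = the rest.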 An excerpt; the hit share may differ from the screen's.

Each structure is followed by: TNAP inh Pi | TNAP pNPP inh
COc1cc(S(=O)(=O)N2CCOCC2)cc(C(=O)c2nccn2C)c1OC
  7 | 2
CNc1nc(CC(C)=O)ns1
  14 | 5
CC(=O)Nc1ccc(C(=O)Nc2ccc(S(=O)(=O)NCC3CCCO3)cc2)cc1 (stereo unspecified)
  11 | 4
CN(C)C=Nc1c(Br)cc(Br)c2nonc12
  6 | 5
O=C(NCCc1ccc(Cl)cc1)C1CCN(S(=O)(=O)c2ccc(-n3cnnn3)cc2)CC1
  -5 | 6
c1ccc(Oc2cc(-n3cccn3)ncn2)cc1
  9 | 6
CCCn1c(N)c(C(=O)COC(=O)c2c(C)noc2C)c(=O)n(C)c1=O
  18 | 7
CCCc1cc(=O)oc2cc(OCC(=O)OC)cc(OCC(=O)OC)c12
  1 | 4
COCC(C)n1c(C)cc(C(=O)COC(=O)c2nc3nc(C)cc(C)n3n2)c1C (stereo unspecified)
  12 | 1
Nc1nc(Cl)nc2c1ncn2[C@H]1C[C@H](O)[C@@H](CO)O1
  -2 | 6
Cc1onc(-c2ccncc2)c1C(=O)O
  15 | 6
c1ccc(OCCCCn2cnc3ccccc32)cc1
  2 | 2
CCOc1ccccc1Nc1nc(N)nc(CSc2nncn2C)n1
  12 | 8
COc1cccc(-c2csc(N3CCN(C(=O)C4CCCCC4)CC3)n2)c1
  13 | 3
CC(=O)[C@H]1CC[C@H]2[C@@H]3CCC4=CC(=O)CC[C@]4(C)[C@H]3[C@H](O)C[C@]12C
  5 | 2
COC(=O)CSc1nnc(CNc2ccc(OC)cc2)n1C
  -4 | 6
CCN(CC)S(=O)(=O)c1ccc(S(=O)(=O)Nc2ccc(C(=O)N3CCCC3)cc2)cc1
  7 | 2
COc1ccc(OC)c(NC(=O)c2cc(-c3cc(Cl)ccc3O)n[nH]2)c1
  9 | 10
Cc1ccc(Cc2cncc(O)c2)cc1S(=O)(=O)O
  -9 | 12
CCCCN1C[C@H](O)[C@@H](O)[C@H](O)[C@H]1CO
  7 | -1
Cc1cc(C)cc(N2C(=O)N(c3ccccc3C)C3CS(=O)(=O)CC32)c1 (stereo unspecified)
  2 | 6
CCOC(=O)C1C(=O)CC(C)(O)C(C(=O)OCC)C1c1ccccc1OC (stereo unspecified)
  12 | 3
Cc1cc(N2CCCCC2)nc(SCC(=O)c2ccccc2)n1
  1 | -9
CCSc1nc(N2CCOCC2)c2c(c1C#N)CCCC2
  14 | 1
O=C(NCCN1CCOCC1)c1cc(-c2ccccc2)on1
  15 | 3
O=C(CN(Cc1ccco1)C(=O)Cn1nnc(-c2cccs2)n1)NCc1ccccc1
  4 | 1
O=C(O)CCCC(=O)Nc1cccc(-c2nc3ccccc3[nH]2)c1
  8 | 3
CC(C)(C)NC(=O)c1ccc(COCC(F)(F)F)o1
  0 | 0
Cn1c(CCNC(=O)c2ccccc2F)nnc1SCc1nc2ccccc2c(=O)[nH]1
  10 | 2
CC(=O)Nc1nc(N2C(=O)c3ccccc3C2=O)n(-c2ccccc2)n1
  2 | 2
CC(=O)c1c(C)c2c(n1CCN(C)C)CCCC2
  -12 | -8
CCOC(=O)c1cnc2c(C(F)(F)F)cccc2c1N1CCOCC1
  14 | 6
O=C(Nc1ccccc1F)c1ccncc1
  -2 | 6
COc1ccc(C(=O)COC(=O)CCn2nnc(-c3cccc(O)c3OC)n2)cc1
  10 | 5
CC1(C)Cc2c(C#N)c(SCC(=O)c3ccccc3)nc(N3CCOCC3)c2CO1
  -4 | 0
Cc1noc(C)c1C(=O)Nc1cccnc1
  0 | 0
CN1CCN(CC(=O)Nc2c(C(=O)C3CC3)oc3ccccc23)CC1
  12 | 4
COC(=O)c1ccc(CSc2nc3scc(-c4cccs4)c3c(=O)[nH]2)o1
  7 | 4
COc1ccc(S(=O)(=O)N(CC(=O)O)c2ccc(C)cc2)cc1
  3 | 0
Cc1cccc(NS(=O)(=O)c2ccccc2)n1
  4 | -1
O=C(NCCN1CCOCC1)[C@H](Cc1ccccc1)N1C(=O)c2ccccc2C1=O
  5 | 1
COc1ccc(CCN(C(=O)c2ccccc2)C2=CC3CCC(C2)N3C)cc1OC (stereo unspecified)
  11 | 9
O=C(CC(Sc1ccccc1)c1cccs1)c1ccco1 (stereo unspecified)
  7 | 3
O=C(Nc1ccccc1F)c1cc(S(=O)(=O)N2CCCCC2)cs1
  -2 | 6
CCN(CC)CCN1C(=O)c2ccccc2NC1c1cccc(F)c1 (stereo unspecified)
  7 | 3
c1ccc(COc2ccc(CNn3cnnc3)cc2)cc1
  10 | 1
C=CCn1c(SCc2ccc(C(=O)OC)cc2)nnc1-c1sc(N)nc1C
  -17 | 2
COc1cccc(N2CC(C(=O)OC(C)C(=O)c3ccccc3)CC2=O)c1 (stereo unspecified)
  8 | 6
O=S(=O)(NCc1ccc2c(c1)OCO2)c1ccc2c(c1)oc1ccccc12
  6 | 4
O=c1ccnc(SCc2ccccc2Cl)[nH]1
  13 | 2
Cn1ccnc1SCC(=O)Nc1cccc(C(F)(F)F)c1
  -10 | 2
CC1CCCCN1C(=O)Cc1ccc(F)cc1 (stereo unspecified)
  12 | 7
COC(=O)c1[nH]c2ccc(Br)cc2c1NC(=O)C(C)N1CCN(C2CCCCC2)CC1 (stereo unspecified)
  8 | 3
Cc1cc(C)n(C(=O)CSc2nc3ccccc3o2)n1
  0 | 0
CCN1C(=O)CC(N2CCN(c3ccc(OC)cc3)CC2)C1=O (stereo unspecified)
  1 | 2
Cc1cccc(OCc2nnc(SCC(=O)Nc3ccc(C)c(Cl)c3)o2)c1
  9 | 5
Cc1ccc(NC(=O)c2cc(NC(=O)c3ccco3)ccc2N2CCOCC2)cc1
  10 | -1
N#Cc1c(-c2ccco2)cc(-c2cccnc2)nc1N
  4 | -1
CS(=O)(=O)N1CCN(C(=O)c2ccc(F)cc2)CC1
  -2 | 4
COc1cc(C2C(C(=O)c3cccs3)=C(O)C(=O)N2c2cc(C)on2)ccc1O (stereo unspecified)
  4 | -3

Some of the entries above, reformatted:
| canonical_smiles | TNAP inh Pi | TNAP pNPP inh |
| --- | --- | --- |
| COC(=O)c1ccc(CSc2nc3scc(-c4cccs4)c3c(=O)[nH]2)o1 | 7 | 4 |
| Cc1ccc(Cc2cncc(O)c2)cc1S(=O)(=O)O | -9 | 12 |
| CC1CCCCN1C(=O)Cc1ccc(F)cc1 (stereo unspecified) | 12 | 7 |
| CCN(CC)CCN1C(=O)c2ccccc2NC1c1cccc(F)c1 (stereo unspecified) | 7 | 3 |
| N#Cc1c(-c2ccco2)cc(-c2cccnc2)nc1N | 4 | -1 |
| O=S(=O)(NCc1ccc2c(c1)OCO2)c1ccc2c(c1)oc1ccccc12 | 6 | 4 |
| Cc1onc(-c2ccncc2)c1C(=O)O | 15 | 6 |

Look-ups from the entries so far:
Reading of COC(=O)c1[nH]c2ccc(Br)cc2c1NC(=O)C(C)N1CCN(C2CCCCC2)CC1 (stereo unspecified) in TNAP inh Pi: 8
Reading of COc1ccc(CCN(C(=O)c2ccccc2)C2=CC3CCC(C2)N3C)cc1OC (stereo unspecified) in TNAP pNPP inh: 9
Reading of Cc1ccc(NC(=O)c2cc(NC(=O)c3ccco3)ccc2N2CCOCC2)cc1 in TNAP pNPP inh: -1

Random excerpt: 2 compounds from above, in no set order.
Each structure is followed by: TNAP inh Pi | TNAP pNPP inh
COCC(C)n1c(C)cc(C(=O)COC(=O)c2nc3nc(C)cc(C)n3n2)c1C (stereo unspecified)
  12 | 1
Cc1onc(-c2ccncc2)c1C(=O)O
  15 | 6

More compounds follow:
Each structure is followed by: TNAP inh Pi | TNAP pNPP inh
COc1ccc(C2=NO[C@@H]3C(=O)N(c4ccc(C)cc4C)C(=O)[C@H]23)cc1OC
  0 | -4
Nc1nnc(SCCN2C(=O)c3ccccc3S2(=O)=O)s1
  18 | 4
CCc1nc(NCCc2ccccn2)c2nnn(Cc3ccccc3F)c2n1
  13 | 2
Cc1ccc(C(=O)CSc2nnc(COc3cc(C)cc(C)c3)o2)cc1
  12 | 6
O=S(=O)(Nc1nc2ccccc2[nH]1)c1ccc(Cl)cc1
  0 | 0
COc1ccc(OC)c(S(=O)(=O)N2CCC(C(=O)NC(C)c3ccccc3)CC2)c1 (stereo unspecified)
  -4 | 9
C=CCNC(=O)c1ccccc1NC(=O)c1ccccc1
  16 | 5
CC1CCc2cc(F)cc3c(=O)c(C(=O)O)cn1c23 (stereo unspecified)
  7 | 1
CC(C)N=C1SCC(C)(/C=N/O)S1 (stereo unspecified)
  6 | -2
COn1c(SC2CCCCC2)nc2ccccc2c1=O
  9 | 6
Cc1occc1C(=O)NC(C)C1CCCO1 (stereo unspecified)
  0 | 0
O=C(CSc1nnc(-c2cccs2)o1)c1cccs1
  11 | 7
COC(=O)c1ccc(CSc2nnc3ccccn23)o1
  0 | 0
Cn1c(N)c(C(=O)COC(=O)Cn2cc(C(F)(F)F)ccc2=O)c(=O)n(C)c1=O
  0 | 0
CC(OC(=O)c1cccs1)C(=O)NCC1CCCO1 (stereo unspecified)
  -9 | -16
O=C(O)CCN(CCC(=O)O)c1nnc(SCc2ccccc2)s1
  11 | 4
CCn1c(C)c2c(C)nnc(C)c2c1C
  3 | 2
CCOC(=O)c1cccc(NC(=O)CSc2nnc(-c3ccncc3)n2CCCOC)c1
  9 | 3
CC(=O)c1c(C)[nH]c(C(=O)OC2CCOC2=O)c1C (stereo unspecified)
  7 | 6
O=C(c1ccccc1Cl)N1CCCC(c2nc3c(nnn3Cc3ccccc3)c(=O)[nH]2)C1 (stereo unspecified)
  13 | 4
O=C1c2[nH]nc(-c3ccccc3O)c2C(c2cccc(Cl)c2)N1Cc1ccco1 (stereo unspecified)
  6 | 3
Brc1ccc(-c2cnnc(N3CCCC3)n2)cc1
  0 | 0
CCN1CCN(Cc2c(O)ccc3c(=O)c(-c4ccccc4OC)coc23)CC1
  9 | 4
COc1ccc(CNc2nc(-c3cccnc3)nn2C(=O)c2cccs2)cc1
  5 | 3
Cc1nn(-c2ccccc2)c2c1C(c1ccco1)C(C#N)=C(N)O2 (stereo unspecified)
  13 | 1
CSc1nc(N2CCCC2)c2c(c1C#N)CC(C)(C)OC2
  8 | 2
CCOc1ccc2c(c1)n([O-])c1c([n+]2=O)CCCC1
  -14 | 5
O=C(CSc1nnc(-c2ccncc2)n1Cc1ccco1)Nc1ccccc1Cl
  -5 | -10
O=C(CSc1nccc(=O)[nH]1)N1CCCc2ccccc21
  1 | -1
O=C(NCc1ccco1)C(c1cccs1)N(Cc1ccccc1)C(=O)Cn1nnc2ccccc21 (stereo unspecified)
  0 | 0
CC1(N2CCOCC2)CC2(O)C(=[N+]1[O-])CCc1nonc12 (stereo unspecified)
  16 | 9
Cc1ccc(C)c(-n2nnnc2Sc2nnnn2-c2ccccc2)c1
  -14 | 4
COC(=O)CSc1nnc(-c2ccccc2OC)o1
  1 | -4
O=C(CSc1nnc(Cc2ccccc2)n1Cc1ccco1)NC12CC3CC(CC(C3)C1)C2
  10 | 3
CCOc1ccccc1C1C(C(=O)OC)=CN(C)C=C1C(=O)OC
  -16 | 5
Cc1nn(C/C(C#N)=N\O)c(C)[n+]1N
  7 | 9
O=C(NCCOc1ccccc1)c1cc2ccccc2o1
  4 | 0
COc1ccccc1OCC(=O)Nc1ccc(S(=O)(=O)N2CCCCCC2)cc1
  5 | 2
CC(C)OC(=O)c1nn2c(C(F)(F)F)cc(-c3ccc(Br)o3)nc2c1Br
  7 | 4
O=C(OCc1nc2ccccc2s1)c1cnccn1
  17 | 3
O=C(OCC(=O)N1CCCC1)c1cccs1
  9 | 6
CC(=NC(C)C)C1=C(O)CCC1=O
  1 | -1
CC(=O)Oc1cc2oc(=O)c3c(c2cc1Cl)CCC3
  6 | 1
CCOC(=O)c1cnc(-n2nc(C)cc2C)nc1NCc1ccccc1
  0 | -6
CC(C)NC(=O)Cn1cnc2c1c(=O)n(C)c(=O)n2C
  7 | 6
CN(Cc1nc2ccccc2c(=O)[nH]1)CC(O)COCc1ccco1 (stereo unspecified)
  3 | 5
O=C(Nc1cccc2nsnc12)c1ccc(F)cc1
  2 | 5
O=c1[nH]cnc2nn(-c3ccccc3)nc12
  -21 | 5
CCC(=O)c1cccc2c1N=CC1=C(CC(C)(C)CC1=O)N2
  13 | 5
CCC(=O)c1cc2c(cc1NC(=O)C(C)C)OCCO2
  7 | 4
COc1ccc(C(CNC(=O)c2cccnc2SC)N2CCOCC2)cc1 (stereo unspecified)
  6 | -2
Cc1ccc2[nH]c(=O)c(CN(Cc3ccco3)S(=O)(=O)c3c(C)ccc4nsnc34)cc2c1
  11 | 4
COCCNC(=O)CN(C(=O)CCC(=O)Nc1cc(C)on1)c1ccccc1C
  14 | 6
CC(C(=O)c1ccccc1)n1c(N2CCOCC2)nc2c1c(=O)n(C)c(=O)n2C (stereo unspecified)
  11 | 5
Cc1cc2c(c(=O)n1Cc1cccnc1)C(c1ccc(F)cc1)C(C#N)=C(N)O2 (stereo unspecified)
  8 | -7
COC(=O)COc1ccc(S(=O)(=O)NCc2cccnc2)cc1
  -12 | 2
COc1ccccc1C(=O)NC(=Nc1nc2ccccc2o1)NC(=O)c1ccccc1OC
  -30 | -4
CN1CCN(Cc2c(O)ccc3c(-c4ccccc4)cc(=O)oc23)CC1
  8 | 3
CCOc1ccc2[nH]c(=O)c(C(c3nnnn3C3CCCCC3)N3CCN(C)CC3)cc2c1 (stereo unspecified)
  9 | 3
Cc1cc(C(F)F)n2nc(C(=O)Nc3cccc(C(F)(F)F)c3)nc2n1
  -6 | -9
CCOc1ccccc1OCc1nn2c(-c3ccc(C)cc3)nnc2s1
  15 | 1
CCN1CCN(Cc2c(OC)ccc3ccccc23)CC1
  -2 | 2
CC(CC1C(C#N)=C(N)SC(N)=C1C#N)c1ccccc1 (stereo unspecified)
  7 | -2
